Screening results from PubChem.
MsrA inh: bovine MsrA enzyme inhibitors, primary screen, biochemical, absorbance, HTS | Methionine sulfoxide reductase A (Bos taurus) | purified bovine MsrA, absorbance read-out | inhibition, % at 15.5 µM | actives 0.75% (n = 360,000) | AID 651718, 2012; in the data active means inhibition above about 4.5%;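 further: 0% = vehicle wells with enzyme and 100% = reference inhibitor wells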
DNMT1 inh: human DNMT1 methyltransferase inhibitors, primary screen, biochemical, molecular beacon, fluorescence, HinP1I cleavage, uHTS; DNA (cytosine-5)-methyltransferase 1 (Homo sapiens), P26358; inhibition (reported as % activation of signal), % at 10 µM; actives 0.83% (n = 360,000); AID 588458, 2011; in the data active means inhibition above about 50%
LMPTP inh: LMPTP phosphatase inhibitors, primary screen, biochemical, fluorescence intensity, uHTS. actives 0.22% (n = 360,000). Low molecular weight phosphotyrosine protein phosphatase (Homo sapiens), P24666. inhibition, % at 20 µM. AID 651560, 2012. recombinant LMPTP-A, OMFP fluorogenic substrate;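 active means compounds that cut the enzyme signal by at least half of the control window in the single-dose screen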;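 further: plate controls were DMSO wells with enzyme plus substrate for no effect and substrate without enzyme for full effect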
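Test system: LMPTP-A phosphatase enzyme; input: 0.625 nM LMPTP-A final; reagent: OMFP substrate, 400 µM final; compound dosing: 20 µM single dose, 3% DMSO; incubation: 50 min dark incubation at room temperature; measured by: endpoint fluorescence intensity from OMFP dephosphorylation; measure: % inhibition relative to no-enzyme and uninhibited control wells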
TbMetRS inhib: T. brucei MetRS inhibitors, primary screen, biochemical, luminescence; purified T. brucei MetRS, ATP depletion, Kinase-Glo luminescence; actives 0.4% (n = 360,000); inhibition, % at 11.9 µM; AID 624268, 2012; methionyl-tRNA synthetase (Trypanosoma brucei brucei);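 active means inhibition above a per-plate cutoff of the control wells' mean inhibition plus 3 SD, cut at about 5.5% in these data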;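 further: 0% = DMSO wells median and 100% = median of wells with control inhibitor compound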
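Test system: purified T. brucei MetRS enzyme. Also added: ATP, methionine and E. coli bulk tRNA substrates. Compound: 11.9 µM single point. Schedule: 15 min enzyme-compound preincubation, 2 h reaction, 10 min detection, 25 °C. Signal: luciferase luminescence of residual ATP, Kinase-Glo. Evaluation: percent inhibition versus plate control medians. Controls: DMSO wells, low control.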
Rpn11 block: Rpn11 (PSMD14) deubiquitinase inhibitors, primary screen, biochemical, fluorescence polarization, uHTS; 26S proteasome non-ATPase regulatory subunit 14 (Homo sapiens), O00487; actives 0.59% (n = 360,000); human 26S proteasome, Ub4-pepOG fluorescence polarization; 20S core pre-blocked with epoxomicin; AID 588493, 2011; calls only at 20 µM;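 active means inhibition at 20 µM, scaled to each plate's controls, above about 33%, limit read from the data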
Scp-1 inhibitor: Scp-1 phosphatase inhibitors, primary screen, biochemical, colorimetric, uHTS; inhibition, % at 20 µM; actives 0.88% (n = 340,000); AID 493091, 2011; Recombinant Scp1, phosphopeptide, malachite green phosphate absorbance;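 active means inhibition above about 50% at 20 µM, limit read from the data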;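 further: plate controls were DMSO wells with enzyme for no effect and wells lacking enzyme for full effect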
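Test system: SCP-1 catalytic domain; Buffer or medium: Acidic Tris acetate buffer with magnesium and detergent; Also added: Phosphorylated 17-residue peptide substrate; Compound: single 20 µM dose, 1% DMSO; Schedule: enzyme reaction 45 min at room temperature, colour 5 min, stabilisation 30 min; Signal: Phosphate-binding colour reagent, absorbance read at 630 nm.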
SUMO1-SIM PPI: modulators of SUMO1 protein-protein interactions, primary screen, biochemical, uHTS. actives 0.33% (n = 360,000). AID 602429, 2012. inhibition, % at 20 µM. Small ubiquitin-related modifier 1 (Homo sapiens), P63165. SUMO1 binding to a labelled peptide, TR-FRET, 1 h; in the data active means inhibition above about 37%
Target sequence (P63165 whole entry, looked up): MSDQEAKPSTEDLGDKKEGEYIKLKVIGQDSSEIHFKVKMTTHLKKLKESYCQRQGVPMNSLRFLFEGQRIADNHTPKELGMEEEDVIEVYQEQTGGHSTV
CSN deneddyl inh: inhibitors of CSN-mediated cullin deneddylation, primary screen, biochemical, fluorescence polarization, uHTS | Purified CSN, SCF-Nedd8-OG deneddylation | inhibition, % at 12.5 µM | actives 0.38% (n = 360,000) | AID 651999, 2013 | COP9 signalosome complex subunit 5 (Homo sapiens), Q92905;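 active means pattern-corrected inhibition above about 35%, with an unprinted fluorescence ratio check between 0.5 and 1.5, limit read from the data, passing the limit was not always enough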;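 further: 0% = enzyme with substrate and 100% = substrate without enzyme; some results filed as inactive read as strong as hits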
Target sequence (Q92905 whole entry, looked up, one chain of several): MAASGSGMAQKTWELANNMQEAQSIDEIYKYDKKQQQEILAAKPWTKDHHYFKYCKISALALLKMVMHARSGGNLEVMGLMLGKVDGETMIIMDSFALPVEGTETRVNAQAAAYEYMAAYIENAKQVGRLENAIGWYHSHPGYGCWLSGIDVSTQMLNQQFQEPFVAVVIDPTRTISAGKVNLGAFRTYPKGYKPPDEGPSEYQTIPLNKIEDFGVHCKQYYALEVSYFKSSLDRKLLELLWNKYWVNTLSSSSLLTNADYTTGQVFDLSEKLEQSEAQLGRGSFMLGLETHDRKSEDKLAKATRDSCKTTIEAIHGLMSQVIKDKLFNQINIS
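Test system: Human Csn5 produced in HEK293T cells | Compound: 12.5 µM single point | Times: 90 min, room temperature | Signal: Fluorescence polarization readout | Read-out basis: % inhibition of substrate cleavage by Csn5 | Controls: no-enzyme wells high, enzyme-with-substrate wells low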
NadD inh: inhibitors of S. aureus NadD, primary screen, biochemical, colorimetric, uHTS; purified NadD enzyme, colorimetric absorbance read-out; inhibition, % at 20 µM; actives 0.78% (n = 360,000); Nicotinate-nucleotide adenylyltransferase NadD (Staphylococcus aureus N315); in the data active means inhibition above about 26%; further: some compounds past the cut are filed as inactive
STEP inh: STEP phosphatase inhibitors, primary screen, biochemical, fluorescence intensity, uHTS | Tyrosine-protein phosphatase non-receptor type 5 (Homo sapiens), P54829 | recombinant STEP, OMFP fluorogenic substrate | inhibition, % at 20 µM | actives 0.25% (n = 360,000);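 active means inhibition at 20 µM, scaled per plate between control wells, above about 37%, limit read from the data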;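 further: 0% = DMSO with enzyme and substrate and 100% = substrate only without enzyme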
Target sequence (P54829 whole entry, looked up): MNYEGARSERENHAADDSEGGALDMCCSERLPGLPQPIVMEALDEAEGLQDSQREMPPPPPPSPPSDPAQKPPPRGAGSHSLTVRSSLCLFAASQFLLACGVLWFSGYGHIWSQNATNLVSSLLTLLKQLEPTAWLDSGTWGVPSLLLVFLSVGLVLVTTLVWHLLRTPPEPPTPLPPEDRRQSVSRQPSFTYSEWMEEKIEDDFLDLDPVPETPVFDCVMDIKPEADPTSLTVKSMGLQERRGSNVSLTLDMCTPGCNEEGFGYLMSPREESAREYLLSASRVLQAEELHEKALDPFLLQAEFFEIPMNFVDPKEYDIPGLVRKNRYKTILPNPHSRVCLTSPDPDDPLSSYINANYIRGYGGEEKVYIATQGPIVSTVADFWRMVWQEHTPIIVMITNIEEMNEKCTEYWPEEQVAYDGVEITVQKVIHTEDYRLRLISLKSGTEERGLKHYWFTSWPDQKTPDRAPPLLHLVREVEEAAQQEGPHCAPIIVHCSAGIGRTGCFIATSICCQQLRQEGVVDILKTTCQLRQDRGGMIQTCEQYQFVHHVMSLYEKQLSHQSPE
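Also added – OMFP at 25 µM · Test system – STEP tyrosine phosphatase · Technique – FITC-channel fluorescence of OMFP product · Schedule – 20 min at room temperature, dark · Evaluation – control-normalized % inhibition with plate pattern correction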
An asterisk follows results filed as active; i = inactive; . = not tested or not shown.

smiles | MsrA inh | DNMT1 inh | LMPTP inh | TbMetRS inhib | Rpn11 block | Scp-1 inhibitor | SUMO1-SIM PPI | CSN deneddyl inh | NadD inh | STEP inh
CC1(c2ccccc2)NC(=O)N(CC#N)C1=O (centres undefined) | 0.3 | -2 | -0.7 | -0.3 | i | -3 | 2 | -3 | -4 | 1
Cc1cccc(C)c1NC(=O)CCCSc1nnc(-c2ccco2)o1 | 0.3 | 2 | 0.1 | 0.1 | i | 3 | -2 | 2 | 5 | 0
O=C(NC(=S)Nc1ccc2c(c1)OCCO2)c1ccccc1 | 0.8 | 0 | 0.3 | 0.0 | i | -9 | -3 | 2 | -8 | 3
CC1(C(=O)NS(=O)(=O)c2ccccc2)CCN1C(=O)Cc1ccc(-c2ccccc2)cc1 (centres undefined) | -0.7 | 4 | -1.7 | -0.2 | i | . | 10 | -4 | -1 | 4
CN(C(=O)CSc1nc2ccccc2s1)c1c(N)n(Cc2ccccc2)c(=O)[nH]c1=O | 0.5 | -1 | -0.3 | -0.6 | i | 3 | -1 | 4 | -6 | -1
Cc1cc(C)n(CCCNC(=O)c2ccc3c(c2)NC(=O)CS3)n1 | -1.3 | 0 | -2.0 | -0.9 | i | 3 | 5 | -2 | -5 | -2
CCOC(=O)N1CCC(NC(=O)CCc2c(C)nc3ncnn3c2C)CC1 | 0.2 | -15 | -0.9 | -0.2 | i | -2 | 7 | 4 | 2 | -4
Cc1cccc(-c2oc3ccccc3c2-c2ccc3c(c2)OCO3)c1 | -0.4 | 7 | 3.7 | -0.1 | i | -21 | -4 | 0 | -4 | -2
CC(NC(=O)Cc1cccs1)c1ccccc1 (centres undefined) | -0.8 | 1 | 0.1 | -0.5 | i | -7 | 1 | 6 | -3 | -1
COc1cc(CC(=O)Nc2ccccc2N2CCOCC2)cc(OC)c1OC | 0.3 | 1 | 0.4 | 0.5 | i | -1 | 10 | 0 | 2 | 4
Cc1cc(C)cc(N(CCC#N)C(=O)COC(=O)C2=COCCO2)c1 | 0.1 | 2 | -1.6 | 0.5 | i | 0 | 1 | -9 | -1 | -3
Cc1ccc(NC(=O)C(CC(C)C)NC(=O)C2CCC(C)CC2)nc1 (centres undefined) | 0.7 | 3 | -1.1 | -0.7 | i | 2 | 2 | -2 | -5 | -1
CC(=O)C1=CCC(c2ccccc2)N(S(=O)(=O)c2cccc(C)c2)C1 (centres undefined) | -0.2 | -7 | -0.6 | -0.6 | i | . | 4 | -3 | -10 | -2
COC(=O)C1CCN(c2cc(=O)n(-c3ccccc3Cl)c(=O)[nH]2)CC1 | -0.1 | 1 | -0.8 | -0.3 | i | -9 | 2 | 5 | -4 | 1
O=C(O)c1ccccc1SCc1nc2ccccn2c1Br | -0.2 | -1 | -0.7 | -0.2 | i | 9 | 9 | -2 | -2 | 1
O=C(O)Cc1c(C(=O)O)nnn1-c1ccc(Cl)cc1Cl | 0.2 | -3 | -0.4 | -0.4 | i | -2 | 2 | -1 | -1 | 3
O=C(NCc1ccc(F)cc1)c1cccnc1 | -0.4 | 2 | -1.3 | 0.5 | i | -10 | -1 | 7 | -6 | -2
COc1ccc([N+](=O)[O-])cc1NC(=O)C(C)OC(=O)c1ccccc1C(=O)c1ccc(Cl)cc1 (centres undefined) | 0.8 | -4 | 1.3 | 0.1 | i | -17 | -1 | -4 | 7 | -4
C=CCOc1cccc(C2/C(=C(/O)c3ccc4c(c3)CC(C)O4)C(=O)C(=O)N2CCN2CCOCC2)c1 (centres undefined) | 1.7 | 0 | 1.2 | -0.7 | i | 9 | -11 | 7 | 8 | 2
O=C(NCCc1ccccc1)C(=O)NCC1OCCN1S(=O)(=O)c1cc(F)ccc1F (centres undefined) | -0.1 | -3 | -1.5 | -0.6 | i | -7 | 3 | -1 | -4 | 2
COc1ccc(N2C(=O)CC(n3c(CCCCO)nc4ccccc43)C2=O)cc1 (centres undefined) | 0.8 | -1 | -1.6 | -1.9 | i | -6 | 1 | -4 | -2 | 4
CC(C)CC(NC(=O)c1ccccc1NC(=O)c1ccccc1)C(=O)O (centres undefined) | -0.3 | 0 | -2.2 | 0.0 | i | -3 | 2 | -3 | 4 | 0
Cc1ccc(NS(=O)(=O)c2ccc(OCC(=O)NCc3ccncc3)cc2)cc1 | 1.6 | 5 | -0.8 | 0.2 | i | -3 | 3 | -2 | -3 | -1
O=C1CSC(c2ccc(F)cc2)N1c1c(F)cccc1F (centres undefined) | -1.0 | 1 | -0.7 | -0.7 | i | -4 | 3 | -3 | -6 | 0
CCC1(C(=O)O)NC(c2cc(OC)ccc2O)C2C(=O)N(Cc3ccccc3)C(=O)C21 (centres undefined) | -1.2 | -2 | -1.8 | 0.0 | i | -12 | -2 | -5 | -2 | 0

The final two entries of the section before open the next one.
smiles | MsrA inh | DNMT1 inh | LMPTP inh | TbMetRS inhib | Rpn11 block | Scp-1 inhibitor | SUMO1-SIM PPI | CSN deneddyl inh | NadD inh | STEP inh
O=C1CSC(c2ccc(F)cc2)N1c1c(F)cccc1F (centres undefined) | -1.0 | 1 | -0.7 | -0.7 | i | -4 | 3 | -3 | -6 | 0
CCC1(C(=O)O)NC(c2cc(OC)ccc2O)C2C(=O)N(Cc3ccccc3)C(=O)C21 (centres undefined) | -1.2 | -2 | -1.8 | 0.0 | i | -12 | -2 | -5 | -2 | 0
Cc1c(C(=O)NC2CCN(Cc3ccccc3)C2)oc2ccc(Br)cc12 (centres undefined) | -1.4 | -2 | 0.8 | 0.0 | i | -7 | -3 | 4 | 2 | 2
N#C/C(=C\c1cc2ccccc2nc1N1CCOCC1)C(=O)Nc1ccc(N2CCOCC2)cc1 | 1.7 | -6 | 0.0 | -1.4 | i | 3 | -22 | -3 | -9 | 4
c1ccc(-n2ncc3c(N4CCCC4)ncnc32)cc1 | 0.9 | 4 | -0.6 | -1.1 | i | -15 | 3 | -2 | -3 | 2
Cc1ccc(C)c(NC(=O)C2CCCN(c3cnccn3)C2)c1 (centres undefined) | -0.5 | -3 | -1.9 | -0.6 | i | -3 | -1 | 1 | -1 | -1
COc1cccc(NC(=O)C2CCCN2S(=O)(=O)c2ccc3c(c2)n(C)c(=O)c(=O)n3C)c1 (centres undefined) | 0.8 | 0 | 0.8 | 0.0 | i | -3 | -3 | -1 | -1 | -1
Cc1c(C#N)c(=O)c(-[n+]2ccccc2)c([S-])n1-c1ccc(Cl)cc1 | -0.2 | 2 | 0.3 | 0.1 | i | -4 | 6 | 0 | 0 | 32
Oc1c(Cl)cc(Cl)cc1CNc1nccs1 | -1.2 | -1 | 0.3 | -0.8 | i | -5 | 26 | 4 | -2 | -2
CCCCCCSc1cccc(-c2nc3ccc(C)cn3c2NC2CCCCC2)c1 | 1.9 | -1 | 7.1 | -0.2 | i | 5 | 1 | 4 | 7 | 4
N#Cc1c(NC(=O)CCCC(=O)O)sc2c1CCCCC2 | 1.2 | -2 | -1.4 | -0.2 | i | -1 | 5 | -9 | 1 | -1
COc1ccc(C2=C(Nc3ccccc3)c3ccccc3C2=O)cc1 | 1.6 | 7 | -0.3 | 0.3 | i | -8 | -7 | 6 | -4 | -1
CCCNC(=O)C1(C)CCN(C(=O)c2cc(C(C)(C)C)nn2C)C1 (centres undefined) | -0.3 | 2 | -1.1 | -0.2 | i | . | 5 | 1 | 1 | -3
CCOc1ccc(NC(=O)c2ccc(F)cc2F)cc1 | 1.9 | 6 | -2.0 | -0.3 | i | 1 | 1 | -2 | -5 | 1
CCOc1ccccc1N(CC(=O)NCCOC)C(=O)CCC(=O)Nc1ccccn1 | -0.3 | 0 | 0.0 | 1.1 | i | -5 | 0 | -7 | 0 | 2
Cc1nc(Cl)c(C#N)c2c1CCCC2 | -2.0 | 0 | -1.9 | 0.0 | i | -8 | 4 | 1 | -1 | -2
O=C(CN1CC(=O)Nc2ccccc21)Nc1ccc(F)c(F)c1 | 3.0 | -2 | 0.6 | -0.4 | i | 1 | 7 | 3 | -8 | 2
COCC(=O)N(C)[C@H]1C[C@H]2c3[nH]c4ccccc4c3CCN2C(=O)[C@H]1[C@H](C)O | 0.9 | -1 | -1.5 | 1.4 | i | . | 2 | 2 | 0 | 0
CC(=O)c1cc(-c2ccccc2)n(CC(=O)N2CCCCC2)c1C | 1.8 | 7 | 0.6 | -1.9 | i | 5 | 0 | 0 | 0 | -2
O=c1c(Br)c(Br)cnn1-c1ccccc1 | -0.1 | 14 | 0.1 | -0.4 | i | -1 | -18 | 5 | -7 | 8
Cc1cccc(C(=O)Nc2ccc(C(=O)N/N=C/c3ccc4c(c3)OCO4)cc2)c1 | 3.7 | 6 | 5.3 | -0.4 | i | 2 | 0 | 4 | 2 | 1
CC(=O)N1CCCc2cc(S(=O)(=O)N(CC(C)C)CC(C)C)ccc21 | 0.4 | 0 | 1.2 | 0.1 | i | -7 | 3 | -1 | -3 | -5
O=C(c1ccc(OC2CCN(Cc3ccccn3)CC2)cc1)N1CCCCO1 | 1.3 | 0 | 2.4 | -0.2 | i | -7 | -3 | 2 | -1 | -1
Cc1ccc(NC(=O)c2ccc3c(c2)C(=O)N(CC2CCCO2)C3=O)cc1C (centres undefined) | 0.8 | 0 | -0.5 | 0.7 | i | -9 | -17 | 1 | -1 | -3
